# CAL PDZ FP-1 = human CAL PDZ-peptide interaction inhibition. Q9HD26. purified CAL PDZ, TMR-peptide fluorescence polarization, 1 h. inhibition, % at 20 µM. 0.02% of 330,000 active. AID 504414;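 active = highest replicate inhibition of at least 40%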;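 note: plate controls were DMSO neutral control wells for no effect and unlabeled competitor peptide control wells for full effect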
#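 Read-out basis: mP drop reported as inhibition | Assay system: Tagged CAL PDZ protein CerCALP, purified | Benchmarks: Unlabelled peptide for full inhibition, DMSO wells as neutral | Schedule: 1 h incubation at room temperature before polarization reading | Buffer or medium: Sodium phosphate/NaCl buffer pH 7.4 with TCEP, IgG, Thesit | Doses: Single point, 20 µM | Measured by: Fluorescence polarization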
# Wnt act = activators of Wnt/beta-catenin signaling | 1.2% of 300,000 active | Wnt/beta-catenin reporter cell assay, activator, plate reader | activation, % at 9.35 µM; in the data active = activation above about 30%, passing the limit was not always enough;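 note: 0% = neutral control wells and 100% = positive control wells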
# MITF act = increases MITF-driven TRPM1 promoter luciferase signal; SK-MEL-5 TRPM1-promoter luciferase, 24 h; % of positive control, neutral wells = 0; activation, % at 12.5 µM; 0.75% of 300,000 active;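 active = mean activation of at least 80% with every replicate also reaching 80%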;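 note: 0% = neutral control wells and 100% = parthenolide positive control wells; values of inactives mirror those of a sister screen read the other way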
# Tat export inh = E. coli Tat transport inhibition. 0.036% of 340,000 active. E. coli MC4100 TorA-mCherry Tat export, fluorescence. inhibition, % at 10 µM. AID 488895;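 active = mean replicate inhibition at least 50% and at least half of replicates individually reaching 50%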;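 note: exported cargo escapes ClpAP degradation while cytoplasmic cargo is degraded and loses fluorescence; 0% = median of neutral control wells and 100% = median of NaSCN control wells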
# CDK5 inh = CDK5/p35 (human) kinase inhibition; 0.01% of 330,000 active; inhibition, % at 10 µM; Recombinant CDK5/p35, ADP-Glo luminescence, 60 min; AID 488839; Q00535+Q15078;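 active = highest replicate inhibition of at least 50% and at least 75% of replicates reaching 50%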;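 note: plate controls were DMSO neutral control for no effect and GW8510 at 10 µM for full effect; many of its hits are not listed in these tables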
# Target sequence (Q00535 whole entry, looked up): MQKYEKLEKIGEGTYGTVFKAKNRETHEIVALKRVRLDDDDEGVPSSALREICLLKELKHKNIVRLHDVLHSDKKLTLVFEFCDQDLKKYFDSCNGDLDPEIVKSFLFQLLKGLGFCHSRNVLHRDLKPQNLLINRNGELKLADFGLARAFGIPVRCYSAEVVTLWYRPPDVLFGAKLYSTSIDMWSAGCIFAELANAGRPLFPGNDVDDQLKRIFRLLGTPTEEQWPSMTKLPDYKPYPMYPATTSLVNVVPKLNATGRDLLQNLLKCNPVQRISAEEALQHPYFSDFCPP
# Target sequence (Q15078 whole entry, looked up): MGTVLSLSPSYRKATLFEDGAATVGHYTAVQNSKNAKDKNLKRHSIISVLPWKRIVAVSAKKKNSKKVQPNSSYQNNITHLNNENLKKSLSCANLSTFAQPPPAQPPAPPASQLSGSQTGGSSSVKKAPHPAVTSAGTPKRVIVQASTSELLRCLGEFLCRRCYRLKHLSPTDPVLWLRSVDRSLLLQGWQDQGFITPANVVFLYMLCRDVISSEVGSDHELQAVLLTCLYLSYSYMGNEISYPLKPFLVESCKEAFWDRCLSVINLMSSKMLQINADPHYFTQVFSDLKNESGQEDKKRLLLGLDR
# V-ATPase pH = regulators of yeast V-ATPase proton transport. S. cerevisiae, pHLuorin cytosolic pH fluorescence. response, % at 10 µM. 0.37% of 350,000 active; in the data active = response mostly above about 7.3%, no sharp cut-off; inactive = mostly below about 5.4%; note: actives read high; inactives centre near 0; some compounds called inactive have numbers as strong as hits
# dFosB act = activators of mouse delta FosB homodimer; activation, % at 25 µM; P13346; 0.99% of 340,000 active; AID 493131; purified delta FosB, TAMRA-CDK5 oligo fluorescence polarization; percent of positive-control signal above neutral wells;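 active = mean activation above about 17%, with every replicate also reaching it, limit read from the data, passing the limit was not always enough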;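 note: fluorescence polarization rise as delta FosB binds a TAMRA Cdk5 AP-1 oligo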
# Rtt109 HAT inh = inhibitors of Candida albicans Rtt109/Vps75 histone acetyltransferase. Q5AAJ8. purified Rtt109/Vps75, ThioGlo CoA-SH fluorescence, 4 h. inhibition, % at 34.9 µM. 0.16% of 330,000 active;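 active = inhibition of at least 50% in every replicate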
# Target sequence (Q5AAJ8 whole entry, looked up): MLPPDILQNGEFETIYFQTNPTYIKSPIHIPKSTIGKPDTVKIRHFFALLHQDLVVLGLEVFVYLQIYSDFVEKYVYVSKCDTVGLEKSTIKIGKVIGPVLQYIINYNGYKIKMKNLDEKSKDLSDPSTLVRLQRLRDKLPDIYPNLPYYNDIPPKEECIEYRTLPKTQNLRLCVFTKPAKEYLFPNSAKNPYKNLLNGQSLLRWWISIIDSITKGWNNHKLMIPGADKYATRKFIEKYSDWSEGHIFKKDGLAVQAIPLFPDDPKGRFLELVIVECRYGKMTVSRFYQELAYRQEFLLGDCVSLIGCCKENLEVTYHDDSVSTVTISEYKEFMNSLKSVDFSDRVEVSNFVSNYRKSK
# cardiac RTF act = increases calcium sensitivity of human cardiac regulated thin filaments. activation, % at 7.2 µM. P19429+P45379. 0.24% of 340,000 active. IANBD-labeled TnC RTF fluorescence at EC20 calcium; 0% EC20 calcium, 100% full calcium. AID 493008;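 active = activation above the mean over all tested compounds plus 3 SD, cut at about 30% in these data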;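 note: rise in fluorescence read as greater calcium sensitivity of cardiac thin filaments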
# CAL PDZ FP-2 = CAL PDZ (human) peptide binding inhibition; Q9HD26; purified CAL PDZ, TMR-peptide fluorescence polarization, 1 h; inhibition, % at 24.9 µM; 0.92% of 300,000 active; AID 602252;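 active = mean inhibition of at least 30% with at least half of replicates also reaching 30%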;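 note: 0% = DMSO neutral control and 100% = excess unlabeled competitor peptide PRC23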
# An asterisk follows results filed as active; · = not tested or not shown.
structure,CAL PDZ FP-1,Wnt act,MITF act,Tat export inh,CDK5 inh,V-ATPase pH,dFosB act,Rtt109 HAT inh,cardiac RTF act,CAL PDZ FP-2
COc1cccc(Cn2cnc3c(NS(=O)(=O)c4ccc(Cl)cc4Cl)c(C)c(C)cc32)c1,-2.1,-2,-3,2,-4.7,-2,2,13,4,1
OCCC1CN(Cc2ccccn2)CCN1C1CCCC1 (stereo unspecified),-0.2,-1,1,2,1.4,0,-13,-5,8,-6
COc1cc(OC)cc(C(=O)NNC(=O)CCc2ccccc2)c1,-1.0,1,-1,3,1.5,-1,-2,-2,-1,1
COCCn1c(SCC(=O)Nc2nc(C)c(Cl)cc2Cl)nc2ccccc21,-3.3,-7,-16,-2,0.9,2,-1,-6,3,4
CC(C)NC(=O)C1CCCN(S(=O)(=O)c2cccc3nonc23)C1 (stereo unspecified),-0.8,0,12,8,1.5,-4,5,1,-2,-5
Cc1ccc2nc(Cl)c(C3CC(c4ccco4)=NN3C(=O)CCCC(=O)O)cc2c1 (stereo unspecified),-2.1,-3,0,0,-0.2,-2,-5,0,-3,-1
CCOc1ccc(N(CC(=O)NCc2ccccc2)C(=O)CCC(=O)Nc2nccs2)cc1,0.1,1,-8,-1,0.9,-2,2,-2,-9,·
COC(=O)c1ccc(CNC(=O)c2sccc2-c2ccccc2)cc1,-0.9,-1,-78,0,2.5,-3,-13,22,-3,-6
COC(=O)c1sccc1NC(=O)c1cc(-c2cc(C)ccc2C)nc2ccccc12,0.1,-1,-8,-1,-1.4,3,-6,-1,-8,1
COc1cccc(/C=N/NC(=S)NCCc2ccccc2)c1,-3.6,1,-1,6,1.4,2,-13,2,-5,5
COc1ccc(CNC(=O)c2cc3c(=O)n4ccccc4nc3n(CC3CCCO3)c2=N)cc1 (stereo unspecified),-1.6,·,·,-4,0.4,-27,-9,-1,1,3
c1ccc2c(-c3nc4ncccc4o3)cccc2c1,-2.8,·,0,5,1.8,1,-53,0,-3,-1
O=C(O)c1ccc(N(c2ccccc2)c2ccccc2)cc1,0.0,0,·,3,0.5,1,-5,13,-7,·
CCCCN1C(=O)/C(=C(/C#N)C(N)=O)c2ccccc21,-2.3,2,4,4,-3.0,1,-4,15,3,·
COC(=O)c1ccc(CSc2n[nH]c(C)n2)o1,-0.4,-1,-5,4,0.2,0,2,-4,-3,4
C=CCOc1ccc(C(=O)Nc2ccccc2C(=O)N2CCCC2)cc1,-1.9,0,7,3,-0.9,2,2,11,-4,-5
Cc1ccc(CCC(=O)Nc2ccc(Cl)cc2)o1,-1.2,1,·,-8,-0.2,1,1,8,-4,-2
O=C(N[C@@H](CCC/[N+]([O-])=C/c1ccccc1)C(=O)O)OCc1ccccc1,0.2,-6,0,-3,-2.3,-3,7,-4,-4,-3
CC(c1cccnc1)N(C(=O)Nc1ccccc1)C1CCCCC1 (stereo unspecified),-0.7,0,7,-1,0.2,-1,2,1,-5,·
COc1cc(OC)c(C(=O)OCC(=O)Nc2cccc(S(=O)(=O)NC3=NCCCCC3)c2)cc1OC,-0.8,-5,-1,5,0.3,-1,0,0,1,·
CN1C(=O)/C(=C\C=C2/CCCN2C)N(C)C1=S,0.5,0,50,15,-2.6,2,-7,5,16,-2
CN1CCN(C(=O)NC2CCCCC2)CC1,-1.6,1,-7,-2,-1.0,3,-5,3,2,-3
COc1ccccc1-n1cc(C(=O)c2cc(Cl)ccc2O)cc(C#N)c1=O,-2.5,-1,-11,2,0.2,-1,-5,5,7,0
O=C(O)CSc1ccccc1C(=O)O,-0.7,-1,-5,14,2.1,3,3,5,1,-1
COc1ccc(NC(=O)c2sc3cc(C(F)(F)F)cnc3c2-c2cccs2)cc1,0.8,·,13,-12,-0.1,2,-3,-4,1,-2
Cc1ccccc1C(=O)N1CC(=O)Nc2ccc(F)cc2C1c1ccc(F)cc1 (stereo unspecified),0.5,1,1,-3,-0.3,-4,-1,-9,-3,-3
CN(C)c1ccc(CNC(=O)c2ccc(CNc3c(N4CCCCC4)c(=O)c3=O)cc2)cc1,-1.2,-2,·,-16,0.5,3,-6,-3,12,·
CCOC(=O)c1c(C)[nH]c(C(=O)COC(=O)C(C)N2C(=O)C3CCCCC3C2=O)c1C (stereo unspecified),-0.1,-1,7,0,0.9,-1,-6,2,5,2
CCNC(=O)n1nccc1C(C)Oc1ccc(Cl)cc1 (stereo unspecified),-0.9,0,5,5,-1.4,2,4,3,9,-23
COc1ccccc1-c1cc(C(=O)NCc2ccc(F)cc2)no1,-2.1,-3,10,6,1.8,0,-9,0,-7,-1
CCOc1ccc(/C(O)=C2/C(=O)C(=O)N(CCOCCO)C2c2ccc(F)cc2)cc1 (stereo unspecified),-0.4,0,2,-4,-2.6,-3,-6,-7,0,-2
Cc1c(C)n(Cc2ccccc2)c2ncnc(Cl)c12,-1.6,-2,-9,15,1.1,-2,1,2,-5,-5
Cc1ccc(OCC(=O)N2CCN(C(=O)c3ccc([N+](=O)[O-])cc3)CC2)cc1,-0.2,0,-10,-5,-1.0,2,6,14,-1,4
NC(=O)c1ccsc1NC(=O)COC(=O)c1ccccc1NCc1ccco1,-2.8,·,·,-10,-0.6,2,-3,-4,-6,-1
Clc1ccc(Nc2ncn[nH]2)c(Cl)c1,-2.6,-1,16,-1,-0.6,-2,0,1,7,-1
N#Cc1ccccc1Cn1cc(C#N)c2ccccc21,·,·,-3,-12,3.2,2,-4,-3,-11,-5
CC(=O)Nc1ccc(N2Cc3ccccc3C2)cc1,-1.5,1,-17,7,0.6,2,-8,11,-3,-2
Cc1cc(O)c(C(C)C)cc1N=Cc1ccccc1O,-1.7,1,-9,-14,0.4,4,-7,-2,-3,-1
COc1ccccc1CCC(=O)Nc1ccc(S(=O)(=O)Nc2nccs2)cc1,-0.8,-1,1,-8,0.7,-2,-3,0,3,4
COC(=O)C1C(=O)C2=C(CC1C)NC(C)=C(C(=O)OC(C)C)C2c1ccc(OC)c(O)c1 (stereo unspecified),-0.8,·,-15,1,0.0,-1,1,-6,-3,·

# Other compounds follow:
molecule | CAL PDZ FP-1 | Wnt act | MITF act | Tat export inh | CDK5 inh | V-ATPase pH | dFosB act | Rtt109 HAT inh | cardiac RTF act | CAL PDZ FP-2
Cc1sc2nc(SCC(=O)N3CCCC3)[nH]c(=O)c2c1C | -1.8 | 2 | 6 | -10 | -2.7 | 2 | -12 | -9 | -1 | -11
Cc1ccc2nc3c(cc(C(=O)NC4CCS(=O)(=O)C4)n3Cc3ccccc3)c(=O)n2c1 (stereo unspecified) | -6.6 | 3 | 11 | 3 | 1.0 | -1 | -16 | -22 | -7 | -5
CC(=O)Cc1nsc(Nc2ccc(F)cc2)n1 | -2.3 | -1 | 9 | 11 | -3.8 | 0 | -6 | 6 | 5 | 3
CCCCc1c(C)c2cc(C)ccc2[nH]c1=O | -3.1 | · | · | 0 | 0.6 | · | -6 | · | 6 | 1
CCOC(=O)CNC(=O)C1(NC(=O)CNC(=O)OCc2ccccc2)CCCC1 | 0.1 | 1 | -1 | 0 | -0.6 | -9 | -3 | -5 | 3 | -2
COc1ccc(C2CC(C(F)(F)F)n3nc(C(=O)NCCCn4ccnc4)cc3N2)cc1OC (stereo unspecified) | -1.0 | -6 | 1 | -3 | 0.5 | -1 | -1 | -8 | -3 | -3
CC(C)C(=O)NC(=S)N1CCc2ccccc21 | 0.2 | · | -7 | 1 | 0.1 | 0 | -4 | -4 | -1 | -4
COc1ccc(-n2nc(C(=O)NCCCN3CCCC3=O)c3c4ccccc4n(C)c3c2=O)cc1Cl | -2.0 | · | -4 | 12 | -0.2 | -2 | -7 | -6 | -10 | 1
Cc1cc(Cl)c(OCCOCCN2CCC(C)CC2)c(Br)c1 | -0.1 | · | 7 | -1 | -1.9 | 4 | -6 | 1 | -9 | -2
COc1cc2ccccc2cc1C(=O)N1CCCCC1 | 1.1 | 2 | -15 | 1 | -0.1 | -1 | -4 | 2 | -8 | -8
Cc1cc(C)n2nc(C(=O)NCc3ccco3)nc2n1 | · | 0 | -3 | 2 | -0.6 | -4 | 4 | 10 | 3 | 6
O=C(Nc1cc(-c2nc3ncccc3o2)ccc1Cl)c1ccc([N+](=O)[O-])o1 | -2.2 | 3 | -79 | -6 | -0.7 | 0 | -2 | -9 | 2 | -3
COc1ccccc1N/N=C1\COC(C)(C)CC1=O | -0.4 | 9 | 76 | -20 | 2.4 | 2 | -3 | 5 | -2 | 7
CCc1ccccc1NC(=O)CCC(=O)N1CCSc2ccccc21 | 0.0 | 0 | 3 | -1 | 0.1 | -1 | -6 | 7 | 5 | ·
CC(C)N(C(=O)COC(=O)c1cc(Cl)cc(Cl)c1N)C(C)C | -1.5 | -1 | -5 | 1 | -0.7 | 1 | -4 | -6 | 0 | ·
COc1ccc(OC)c(C2C(C(=O)Nc3ccccc3OC)=C(C)Nc3nc(CCCO)nn32)c1 (stereo unspecified) | 0.4 | 0 | 1 | 6 | -0.7 | -4 | 3 | 0 | -8 | -4

# Profiles from above. Screens in order: CAL PDZ FP-1	Wnt act	MITF act	Tat export inh	CDK5 inh	V-ATPase pH	dFosB act	Rtt109 HAT inh	cardiac RTF act	CAL PDZ FP-2
# O=C(O)CSc1ccccc1C(=O)O as listed: -0.7	-1	-5	14	2.1	3	3	5	1	-1
# OCCC1CN(Cc2ccccn2)CCN1C1CCCC1 (stereo unspecified) as listed: -0.2	-1	1	2	1.4	0	-13	-5	8	-6
# CC(=O)Nc1ccc(N2Cc3ccccc3C2)cc1 as listed: -1.5	1	-17	7	0.6	2	-8	11	-3	-2
# O=C(N[C@@H](CCC/[N+]([O-])=C/c1ccccc1)C(=O)O)OCc1ccccc1 as listed: 0.2	-6	0	-3	-2.3	-3	7	-4	-4	-3

# Quoted from the listing.
# CAL PDZ FP-1 result of COc1ccc(-n2nc(C(=O)NCCCN3CCCC3=O)c3c4ccccc4n(C)c3c2=O)cc1Cl = -2.0
# dFosB act result of Cc1ccc2nc3c(cc(C(=O)NC4CCS(=O)(=O)C4)n3Cc3ccccc3)c(=O)n2c1 (stereo unspecified) = -16

# High-throughput results from PubChem BioAssay.
